Assay outcomes: PubChem, several laboratories
M5 PAM = positive allosteric modulators of human muscarinic M5 receptor | P08912 | CHO-K1 hM5, Fluo-8 calcium, ACh EC20 PAM; 0% = ACh EC20, 100% = ACh EC100 | AID 624038 | 360,000 compounds, 0.3% hits | activation, % at 3 µM;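 active = activation above the run cutoff, the mean activation of all test compounds plus 3 SD, cut at about 18% in these data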
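Measured by: Fluo-8 calcium fluorescence; material: human M5 receptor in CHO-K1 cells; schedule: Post-acetylcholine fluorescence recording 140 s; benchmarks: low control EC20 acetylcholine (0%), high control EC100 acetylcholine (100%); read-out: Max/basal fluorescence ratio as % of EC20–EC100 ACh window; compound: single dose, 3 µM nominal final test concentration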
CHRM5 antagonist = CHRM5 antagonism in calcium assay. P08912. CHO-hM5 cells, Fluo-8 calcium fluorescence, ACh EC80. inhibition, % at 3 µM. 360,000 compounds, 0.59% hits;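 active = inhibition above a per-plate cutoff, the mean of that plate's test compounds plus 3 SD, cut at about 27% in these data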;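 note: 0% = acetylcholine EC80 with DMSO and 100% = DMSO without agonist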
CHRM4 agonist = agonists of human muscarinic M4 receptor (CHRM4). P08173. CHO-K1 hM4/Gqi5, Fluo-8 calcium fluorescence; vehicle 0%, full acetylcholine response 100%. activation, % at 3 µM. 360,000 compounds, 0.14% hits;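 active = activation above the run mean over all test wells plus 3 SD, cut at about 32% in these data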;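 note: peak over basal fluorescence ratio per well then scaled between controls; 0% = DMSO wells and 100% = acetylcholine at EC100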
Target sequence (P08173 whole entry, looked up): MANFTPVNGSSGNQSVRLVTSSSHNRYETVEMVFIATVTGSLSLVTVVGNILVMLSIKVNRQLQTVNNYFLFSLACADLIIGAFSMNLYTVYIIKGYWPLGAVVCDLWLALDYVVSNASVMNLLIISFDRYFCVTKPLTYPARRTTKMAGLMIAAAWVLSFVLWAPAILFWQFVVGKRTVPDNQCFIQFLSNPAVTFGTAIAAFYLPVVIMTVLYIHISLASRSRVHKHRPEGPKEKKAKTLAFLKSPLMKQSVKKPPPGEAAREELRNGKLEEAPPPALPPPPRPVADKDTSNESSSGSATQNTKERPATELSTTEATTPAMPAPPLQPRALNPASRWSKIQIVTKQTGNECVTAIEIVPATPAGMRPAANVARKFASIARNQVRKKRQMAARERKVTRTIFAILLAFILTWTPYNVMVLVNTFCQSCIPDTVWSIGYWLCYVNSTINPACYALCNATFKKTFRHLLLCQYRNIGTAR
CRFR2-BP ag = CRF-BP/CRF-R2 complex agonism; activation, % at 13.2 µM; 350,000 compounds, 0.46% hits; HEK293 CRF-R2/CRF-BP, calcium dye fluorescence (FLIPR); percent of saturating CRF peptide response; AID 588473;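 active = activation of at least 50%, plus an integration ratio under a set limit after plate pattern correction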;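 note: plate controls were neutral control wells without compound for no effect and CRF at EC100 for full effect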
M4 antag = CHRM4 antagonism in calcium assay. 360,000 compounds, 0.73% hits. CHO-hM4 cells, ACh EC80, Fluo-8 calcium fluorescence. P08173. AID 624125. inhibition, % at 3 µM;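 active = inhibition above its plate's cutoff, the mean inhibition of sample wells plus 3 SD, cut at about 27% in these data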;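 note: 0% = acetylcholine EC80 with DMSO and 100% = DMSO without agonist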
CHRM1 PAM = potentiates human M1 receptor response to acetylcholine; P11229; activation, % at 3 µM; 360,000 compounds, 0.088% hits; CHO-K1 hM1, Fluo-8 calcium fluorescence, ACh EC20; 0% = ACh EC20, 100% = maximal ACh; in the data active = activation above about 19%, passing the limit was not always enough
Target sequence (P11229 whole entry, looked up): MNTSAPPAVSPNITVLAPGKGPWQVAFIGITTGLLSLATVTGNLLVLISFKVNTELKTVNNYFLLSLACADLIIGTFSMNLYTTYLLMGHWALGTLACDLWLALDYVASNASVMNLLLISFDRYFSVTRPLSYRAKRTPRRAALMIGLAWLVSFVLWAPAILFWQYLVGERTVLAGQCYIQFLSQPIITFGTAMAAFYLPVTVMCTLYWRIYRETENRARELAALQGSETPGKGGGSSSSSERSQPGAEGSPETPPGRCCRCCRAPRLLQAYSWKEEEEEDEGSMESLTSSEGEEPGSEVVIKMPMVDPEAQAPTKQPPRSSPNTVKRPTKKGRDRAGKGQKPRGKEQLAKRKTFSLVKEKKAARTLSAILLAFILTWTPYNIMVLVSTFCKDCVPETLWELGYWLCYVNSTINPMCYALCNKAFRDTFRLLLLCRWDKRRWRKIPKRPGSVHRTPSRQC
CRFR2-BP antag = antagonists of CRF-binding protein/CRF-R2 receptor complex; 350,000 compounds, 0.59% hits; inhibition, % at 11.8 µM; HEK293 CRF-R2/CRF-BP, CRF-induced calcium fluorescence;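 active = inhibition of the ligand-induced calcium signal above about 50% at the single tested concentration, limit read from the data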
M5 ag = CHRM5 agonism in calcium assay; 360,000 compounds, 0.19% hits; CHO-K1 hM5 cells, Fluo-8 calcium fluorescence; 0% DMSO wells, 100% maximal acetylcholine response; AID 624037; activation, % at 3 µM; P08912;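 active = activation above the run's mean over test compounds plus 3 SD, cut at about 23% in these data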;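 note: signal is peak over basal fluorescence ratio across the kinetic read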
CHRM4 PAM = positive allosteric modulators of human muscarinic M4 receptor; activation, % at 3 µM; CHO-K1 hM4/Gqi5, Fluo-8 calcium fluorescence, ACh EC20; 0% = ACh EC20, 100% = maximal ACh; 360,000 compounds, 0.4% hits;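 active = activation above its plate's cutoff, the mean activation of sample wells plus 3 SD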; note: some results filed as inactive read as strong as hits
* hit, by the source's call; . = no result given.

SMILES	M5 PAM	CHRM5 antagonist	CHRM4 agonist	CRFR2-BP ag	M4 antag	CHRM1 PAM	CRFR2-BP antag	M5 ag	CHRM4 PAM
Cc1ccc(S(=O)(=O)c2cnc3cc(C)nn3c2N)cc1	10	4	1	0.9	5	3	-2	3	6
Cc1ccccc1C(=O)O/N=C(\N)c1ccccc1	-4	10	3	-5.0	5	13	5	-3	1
COc1cccc(NC(=O)c2ccc(CN3CCOCC3)cc2)c1	10	2	1	2.1	6	0	-2	-2	1
COc1ccc(NC(=O)CS(=O)c2ccccc2Cl)cc1 (stereo not drawn)	-5	3	2	1.8	-4	8	2	0	-2
Cc1cc(C(=O)CSc2nnc(-c3ccccc3)n2-c2ccccc2)c(C)n1-c1ncn[nH]1	0	-2	0	0.1	-4	10	11	6	26*
CCOc1ccc(C2CC(c3ccc(F)cc3)Nc3nc(N)nn32)cc1 (stereo not drawn)	1	0	2	3.5	2	1	-29	2	-2
CC1(C)SC2c3ccccc3C(=O)N2C1C(=O)O (stereo not drawn)	-14	14	0	-2.9	5	-6	23	0	-4
Oc1[nH]c2ccc(Br)cc2c1N=NC(=S)NCC1CCCO1 (stereo not drawn)	7	-3	0	-4.7	-5	7	-16	4	-1
CCc1ccccc1NC(=O)CNC(=O)c1ccc(-n2cncn2)c([N+](=O)[O-])c1	-1	9	1	-0.6	-1	1	-4	0	2
Fc1cccc(NC(=S)Nc2cccc3ccccc23)c1	3	4	1	0.4	12	-6	0	0	1
CCOc1ccc(C(CC(=O)O)NC(=O)CCCOc2ccc(Cl)cc2C)cc1 (stereo not drawn)	-3	10	0	-1.4	-5	0	6	-2	0
COC(=O)c1[nH]c2c(c1C)C(=O)CC(c1cccs1)C2 (stereo not drawn)	0	5	10	-1.5	12	-2	5	-7	30*
Cc1ccc(OCCNC(=O)CNC(=O)c2ccc3c(c2)OCO3)cc1	-1	4	0	0.2	-13	0	27	-1	2
Cc1ccccc1-n1c(-c2ccoc2C)n[nH]c1=S	8	-8	1	3.1	7	8	-4	-3	-6
COc1ccc(-c2n[nH]c(C)c2-c2ccc(Cl)cc2)c(O)c1OC	-14	20	16	0.7	20	-10	-19	6	-6
O=C(Nc1ccc(N2CCOCC2)cc1)C1CCCCN1S(=O)(=O)c1ccccc1 (stereo not drawn)	-2	0	4	-0.9	-3	0	0	1	-10
CCNc1ccc(P(=O)(c2ccccc2)c2ccccc2)cc1	-9	7	11	-1.2	3	-15	-15	6	-11
C[C@H]1CN([C@@H](C)CO)C(=O)CCCn2nncc2CO[C@@H]1CN(C)C(=O)NC1CCCCC1	-2	-7	0	-0.9	-13	6	-8	0	1
Cc1ccc(O)c(Nc2ncnc3ccc([N+](=O)[O-])cc23)c1	-5	3	1	-4.2	1	2	-7	-1	0
C=CCN([C@@H](CC(C)C)C(=O)OC)S(=O)(=O)N(CC=C)[C@@H](CC(C)C)C(=O)OC	-17	9	0	3.0	-9	0	-3	-5	-1
COC(=O)C(C)NC(=O)C12CC3CC(CC(C3)C1)C2 (stereo not drawn)	2	0	1	2.2	-7	5	-7	1	10
COc1ccc(S(=O)(=O)Nc2ccc3c(c2)OCCO3)cc1OC	-7	8	9	0.0	-21	11	4	5	-1
COc1ccc(C)cc1NC(=O)c1cc2c(CO)cnc(C)c2oc1=N	-5	0	1	-0.6	-19	4	19	1	8
Cc1cc(C(=O)COC(=O)c2cccc(NS(C)(=O)=O)c2)c(C)n1CC1CCCO1 (stereo not drawn)	-5	0	8	0.6	-5	3	11	2	-2
CCN1C(=O)c2cccc3c(NC(=O)C4CCCCC4)ccc1c23	0	-2	1	1.1	2	5	-5	5	-4
O=C(CCn1cccc1)Nc1ccc(F)cc1	-5	0	1	0.0	2	-4	15	-1	3
COc1cccc(C(=O)NNC(=O)C(=O)N2CCCCC2)c1	-1	-13	1	-1.1	-3	11	0	0	3
CC(C)(C)C1=Nn2c(nnc2-c2ccco2)SC1	4	3	0	-0.8	3	11	-18	-10	-2
CCCc1cc(=O)[nH]c(SCC(=O)NCCCC(=O)OCC)n1	3	2	1	3.5	2	2	12	0	1
OC(CN1CCOCC1)Cn1c2ccccc2c2ccccc21 (stereo not drawn)	0	0	1	-0.8	3	4	-3	-3	-1

Molecules from the list above that contain a COOH group:
SMILES	M5 PAM	CHRM5 antagonist	CHRM4 agonist	CRFR2-BP ag	M4 antag	CHRM1 PAM	CRFR2-BP antag	M5 ag	CHRM4 PAM
CC1(C)SC2c3ccccc3C(=O)N2C1C(=O)O (stereo not drawn)	-14	14	0	-2.9	5	-6	23	0	-4
CCOc1ccc(C(CC(=O)O)NC(=O)CCCOc2ccc(Cl)cc2C)cc1 (stereo not drawn)	-3	10	0	-1.4	-5	0	6	-2	0

Other results
SMILES	M5 PAM	CHRM5 antagonist	CHRM4 agonist	CRFR2-BP ag	M4 antag	CHRM1 PAM	CRFR2-BP antag	M5 ag	CHRM4 PAM
CCOC(=O)c1c(-c2ccccc2)c[nH]c1C	10	8	0	-1.1	-11	7	21	-4	8
O=C(CNc1cccc([N+](=O)[O-])c1)NCCCc1ccccc1	-5	-3	4	-2.6	7	-1	24	1	-4
Cc1c(C=NCCOCc2ccccc2)cnn1C	4	-1	1	-1.2	5	6	16	-2	0
CCc1ccccc1NC(=O)c1ccc(S(=O)(=O)N2CCCC2)cc1	3	3	1	-1.4	-7	9	1	-3	-4
COc1c(N2CCN(C(=S)Nc3ccc(F)cc3)C(C)C2)c(F)cc2c(=O)c(C(=O)O)cn(C3CC3)c12 (stereo not drawn)	1	9	0	0.2	8	6	-3	1	-1
O=C(N1CCN(c2ccc(F)cc2)CC1)C1(c2cccs2)CCOCC1	-2	1	2	1.1	-3	10	11	1	8
COc1cc(NC(=O)C2CCCO2)c(OC)cc1NC(=O)c1ccccc1 (stereo not drawn)	1	-7	1	-0.1	-4	7	2	-1	15
COc1ccc(NC(=S)NC(NC(C)=O)C(Cl)(Cl)Cl)c([N+](=O)[O-])c1 (stereo not drawn)	5	-4	1	-1.9	3	-4	1	1	1
O=C(C1CCN(S(=O)(=O)c2cnc[nH]2)CC1)N1CCc2ccccc2C1	-1	-2	0	2.4	2	2	15	1	-6
O=C(NCc1ccc(F)cc1)c1cc(C2CCCCN2C(=O)OCCF)on1 (stereo not drawn)	-2	5	1	.	9	0	.	0	-6
Cc1ccc2c(CN3CCN(Cc4ccccc4)CC3)cc(=O)oc2c1C	-6	1	6	-1.1	0	-11	-1	0	-12
CC1=CC(C)(C)N(C(=O)CSc2nnc(N)s2)c2ccccc21	5	-11	1	53*	-6	6	-26	3	9
COc1ccc(C(=O)N2CCN=C2SCc2cccnc2)c(OC)c1	-1	-5	1	-0.3	-5	7	2	-3	8
CCN(CC)c1ccc(/C=N/NC(=O)CNC(=O)c2ccc3c(c2)OCCO3)cc1	5	-2	-1	0.8	-13	31*	-5	-7	1
CSc1cccc(NC(=O)c2ccc(Cl)nc2)c1	-4	-6	6	-1.4	-11	-5	26	0	11
COc1cc(OC)c(NC(=O)CCNS(=O)(=O)c2ccc3c(c2)oc(=O)n3C)cc1Cl	17	-5	2	-0.2	5	11	3	5	-5
Cc1ccc(S(=O)(=O)N2CCCCC2)cc1NC(=O)CSc1nccn1C	13	-2	1	-1.1	-2	4	2	1	-1
Cc1cc(C)c2c(=O)[nH]c(SCC(=O)NCCc3ccccc3)nc2n1	4	-8	1	-1.6	-1	14	11	2	12
O=C(CN(c1ccccn1)S(=O)(=O)c1ccc(F)cc1)Nc1ccc(F)cc1F	1	1	0	-0.5	2	3	6	-1	-5
COc1ccc(NS(=O)(=O)c2cn(C)c(=O)n(C)c2=O)cc1	3	7	0	-1.1	6	9	-7	-8	-6
Cn1c(COc2ccccc2)nnc1SCC(=O)NC1CCCC1	1	3	3	-1.6	10	-12	0	-3	5
O=C(OCCCC(=O)N1CCOCC1)c1ccccc1	2	-3	1	-0.1	1	7	6	1	4
CCOC(=O)c1ccc(-n2c(CCC(=O)O)ccc2-c2ccccc2)cc1	-7	9	0	-0.3	2	2	2	-5	-6
CCOc1nc2ccccc2nc1NS(=O)(=O)c1ccc(Cl)cc1	0	5	1	-3.9	-5	3	13	-3	-7
CC(C)(C)c1cc(NCc2ccccn2)n2ncc(-c3ccc(Cl)cc3)c2n1	-13	19	1	-1.4	-6	9	1	-6	2
C/C(=N\NC(=O)COc1cccc(Br)c1)c1ccc2c(c1)OCCO2	-6	7	0	0.1	2	12	-2	0	1
CCOc1ccc(NC(=S)N(CCCN2CCOCC2)Cc2cn(C)c3ccccc23)cc1	-5	10	2	-2.0	0	10	-43	-2	12
COc1ccc(S(=O)(=O)NCC(=O)N(Cc2ccco2)C(C(=O)NC(C)(C)C)C(C)C)cc1 (stereo not drawn)	-2	11	1	-0.9	-15	9	1	-5	1
Cn1cc(Cl)c(C(=O)Nc2nc3ccc([N+](=O)[O-])cc3s2)n1	22*	14	0	3.0	-4	17	-10	0	9
CCOCCCN1C(=O)CN(C2CCCCCC2)C(=O)C1c1ccc(OC)cc1 (stereo not drawn)	-1	-2	-1	-0.6	-3	3	8	1	-5

Whole records as entered above. Order of values: M5 PAM	CHRM5 antagonist	CHRM4 agonist	CRFR2-BP ag	M4 antag	CHRM1 PAM	CRFR2-BP antag	M5 ag	CHRM4 PAM
Profile of CC(C)(C)c1cc(NCc2ccccn2)n2ncc(-c3ccc(Cl)cc3)c2n1 → -13	19	1	-1.4	-6	9	1	-6	2
Profile of Cn1c(COc2ccccc2)nnc1SCC(=O)NC1CCCC1 → 1	3	3	-1.6	10	-12	0	-3	5
Profile of CCNc1ccc(P(=O)(c2ccccc2)c2ccccc2)cc1 → -9	7	11	-1.2	3	-15	-15	6	-11
Profile of CCOCCCN1C(=O)CN(C2CCCCCC2)C(=O)C1c1ccc(OC)cc1 (stereo not drawn) → -1	-2	-1	-0.6	-3	3	8	1	-5
Profile of COc1ccc(S(=O)(=O)Nc2ccc3c(c2)OCCO3)cc1OC → -7	8	9	0.0	-21	11	4	5	-1

Other entries
SMILES	M5 PAM	CHRM5 antagonist	CHRM4 agonist	CRFR2-BP ag	M4 antag	CHRM1 PAM	CRFR2-BP antag	M5 ag	CHRM4 PAM
O=C(NCC(=O)N(c1ccc(F)cc1)C(C(=O)NCC1CCCO1)c1ccccc1)c1ccco1 (stereo not drawn)	-12	-1	7	-0.2	4	6	-3	1	-5
CCOc1ccc(NC(=O)c2ccc(-n3cccn3)nc2)cc1	11	-14	2	-0.6	-1	6	2	-2	2
CCCCn1c(SCC(=O)OCC)nc2c1c(=O)[nH]c(=O)n2C	2	-1	1	-4.6	-5	4	31	0	3
COc1ccc(S(=O)(=O)N2CCCN(C)CC2)cc1	3	-2	0	4.5	-3	15	-4	-7	7
OC(c1ccc(F)c(F)c1)c1nc(-c2ccc(F)c(Cl)c2)cs1 (stereo not drawn)	-1	3	2	.	-6	-3	.	0	1
Cc1cc(C)cc(NC(=O)Cn2nnc3ccccc3c2=O)c1	7	9	0	0.0	1	6	-4	1	-2
CON(C)S(=O)(=O)c1ccc2c(c1)N(Cc1ccc(C)cc1)C(=O)C1CCCN21 (stereo not drawn)	9	7	2	-0.7	9	6	3	-2	6
Cc1cnc(C(=O)OCC(=O)Nc2ccc(C)c(S(=O)(=O)N3CCCCC3)c2)cn1	0	-10	3	-1.0	-5	-2	-3	2	-2
CC(=O)N1CCN(C(=S)NC(=O)c2ccc(S(=O)(=O)N3CCOCC3)cc2)CC1	1	2	3	-1.6	-5	-1	16	0	9
CCOC(=O)N1CCN(C(=O)CCc2ccccc2)CC1	-14	6	1	-0.7	2	7	5	-2	-6
CC(C)CN1CCN(Cc2c[nH]c3ccccc23)CC1CCO (stereo not drawn)	-3	20	0	-0.4	2	5	6	-7	-1
